# Screens: PubChem, several laboratories
# VLA-4 inh = inhibition in a human VLA-4 binding assay; P13612; VLA-4 expressing cells, ligand binding flow cytometry; inhibition, % (about 7 µM as worked out from the volumes in the protocol); 330,000 compounds, 0.2% hits; AID 2557; in the data active = inhibition above about 50%
# Bcl-xL primary = Bcl-xL (human) inhibition. Q07817. GST-Bcl-xL / FITC-Bim BH3 peptide fluorescence polarization. inhibition, % at 10.9 µM. 320,000 compounds, 0.7% hits;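 active = inhibition above the mean of all tested compounds plus 3 SD, cutoff set per campaign, cut at about 30% in these data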;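 also: 0% = DMSO wells and 100% = unlabeled Bim-BH3 peptide competitor; inhibitors lower millipolarization by displacing the labeled peptide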
# Target sequence (Q07817 whole entry, looked up): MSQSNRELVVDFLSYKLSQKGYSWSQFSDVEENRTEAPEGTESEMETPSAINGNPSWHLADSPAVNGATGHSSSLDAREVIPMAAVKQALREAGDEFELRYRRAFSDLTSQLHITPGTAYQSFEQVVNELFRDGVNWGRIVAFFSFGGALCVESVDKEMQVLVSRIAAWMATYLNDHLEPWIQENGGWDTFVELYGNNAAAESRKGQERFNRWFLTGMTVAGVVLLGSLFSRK
# GRK2 aptamer HTS = blocks RNA aptamer binding to human GRK2. P25098. 330,000 compounds, 0.59% hits. inhibition of aptamer binding, % at 10 µM. bead flow cytometry, FAM-aptamer displacement from GRK2. AID 488847;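 active = inhibition of aptamer binding above 40%, roughly 3 SD of noise, on plates passing a quality check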;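 also: median bead fluorescence of bound FAM aptamer so fluorescent compounds give negative values; no value below 0 was filed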
# CIT2-GFP yeast = alters CIT2-GFP fluorescence in TOR pathway yeast screen; GFP response vs DMSO, % at 10 µM; 320,000 compounds, 0.065% hits; S. cerevisiae CIT2-GFP strain, flow cytometry, 3 h; 100 means same as DMSO wells;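 active = GFP response relative to DMSO above a set limit, near the screen mean plus 3 SD, cut at about 150% in these data; inconclusive = Fewer than 70 cells measured for a yeast strain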;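 also: ratio of well median GFP fluorescence to mean of DMSO wells on the plate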
# MCL1 BIM primary = MCL1-BIM-BH3 interaction inhibition (human) | GST-MCL1 / FITC-Bim-BH3 fluorescence polarization | inhibition, % at 10.9 µM | 320,000 compounds, 0.68% hits | Q07820;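 active = inhibition above the mean inhibition of all tested compounds plus 3 SD, set per campaign, cut at about 40% in these data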;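 also: 0% = DMSO wells and 100% = unlabeled Bim-BH3 peptide control; higher means more loss of mP so more displacement of Bim peptide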
# CR mimetic SO = caloric restriction mimetics inhibiting age-related superoxide in yeast | superoxide response (% of plate mean), % at 10 µM | S. cerevisiae aged cells, superoxide DHE fluorescence; stronger effect = lower value | 330,000 compounds, 0.18% hits;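 active = superoxide response under a set limit, about three screen SD below normal, cut at about 65% in these data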;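 also: yeast aged for seven days with compound at 30 °C before DHE staining; 100% = average MFI of all compound-treated wells on the plate with controls excluded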
# GLD-1 RNA inh = GLD-1-TGE RNA interaction inhibition (C. elegans); purified GLD-1 + fluorescein TGE RNA, fluorescence polarization; Q17339; AID 2280; 320,000 compounds, 0.44% hits; inhibition, % at 5.96 µM;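 active = percent inhibition above a per-plate cutoff, the plate mean of test compounds plus 3 SD, cut at about 30% in these data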;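 also: 0% = DMSO wells with GLD-1 and probe and 100% = wells lacking GLD-1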
# Target sequence (Q17339 whole entry, looked up): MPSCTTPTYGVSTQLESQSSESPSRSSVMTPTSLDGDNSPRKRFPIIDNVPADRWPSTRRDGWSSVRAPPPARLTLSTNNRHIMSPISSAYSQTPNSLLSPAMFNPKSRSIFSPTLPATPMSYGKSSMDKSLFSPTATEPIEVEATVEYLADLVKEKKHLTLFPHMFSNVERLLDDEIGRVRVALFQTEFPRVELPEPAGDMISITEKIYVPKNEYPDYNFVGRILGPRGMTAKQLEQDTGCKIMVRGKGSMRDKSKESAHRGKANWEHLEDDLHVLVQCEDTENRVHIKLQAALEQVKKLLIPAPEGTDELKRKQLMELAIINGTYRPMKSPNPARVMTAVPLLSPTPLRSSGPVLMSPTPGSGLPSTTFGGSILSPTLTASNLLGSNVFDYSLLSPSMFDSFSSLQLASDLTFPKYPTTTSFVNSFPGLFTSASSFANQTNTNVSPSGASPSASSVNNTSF
# MEX-5 binding = C. elegans MEX-5 TCR-2 RNA binding activity. activity score (negative = inhibition of binding), % at 10 µM. 300,000 compounds, 0.38% hits. MEX-5/FITC-TCR2 RNA binding, fluorescence polarization; stronger effect = lower value. Q9XUB2;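 active = inhibition past about -25% in most replicates, and total fluorescence under double the plate's negative control median, limit read from the data; inconclusive = replicates evenly split on the limit, or fluorescence at least double controls; inactive = too little inhibition in most replicates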;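 also: 0% = DMSO and -100% = 5 µM competing unlabeled TCR2 RNA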
# AGP1-GFP MLPCN = modulators of TOR pathway AGP1-GFP in S. cerevisiae; S. cerevisiae AGP1-GFP multiplex flow cytometry, 3 h; GFP as percent of DMSO wells; GFP response vs DMSO, % at 10 µM; 320,000 compounds, 0.02% hits;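 active = GFP response relative to DMSO above a set limit, near screen average plus 3 SD, cut at about 150% in these data; inconclusive = fewer than 70 cells counted for the yeast strain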;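 also: median GFP channel fluorescence of the gated AGP1 strain per well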
# * hit, by the source's call; u = inconclusive; x = no result given.
compound,VLA-4 inh,Bcl-xL primary,GRK2 aptamer HTS,CIT2-GFP yeast,MCL1 BIM primary,CR mimetic SO,GLD-1 RNA inh,MEX-5 binding,AGP1-GFP MLPCN
COc1cc(C(=O)N2CCN(C/C=C/c3ccccc3)CC2)cc(OC)c1OC,34,0,4,103,-2,97,-1,2.2,106
COc1ccc(CNCc2cc(OC)ccc2OC)cc1,9,-1,0,100,1,95,-4,4.0,98
COCCn1ccc2c(OCC(=O)NCc3ccccc3)cccc2c1=O,8,5,2,83,5,100,-1,2.4,91
Cc1ccc(SCCC(=O)Nc2c(C)n(C)n(-c3ccccc3)c2=O)cc1,4,5,0,103,-2,102,1,-3.6,107
c1ccc(-n2ncc3c(NC4CCCCCC4)ncnc32)cc1,-15,4,3,94,7,89,1,-0.1,97
Cc1ccc(N2CC(C(=O)OCC(=O)Nc3ccccc3F)CC2=O)cc1 (centres undefined),28,1,0,99,4,98,5,2.6,101
S=C(NCC1CCCO1)N1CCN(c2ccccc2)CC1 (centres undefined),-4,0,1,97,6,89,3,3.5,102
Cc1ccc(Cl)cc1NS(=O)(=O)c1ccc2oc(=O)ccc2c1,6,2,4,106,0,98,9,-2.0,103
CCNC(=O)COc1cccc2ccccc12,8,4,0,107,3,108,1,-1.6,106
COc1cc(/C=C2/C(=O)NN(c3ccc(C)c(Cl)c3)C2=O)cc([N+](=O)[O-])c1O,10,x,4,100,x,113,x,-11,101
O=C(NCc1ccccc1)C(c1ccco1)N(C(=O)c1csnn1)c1ccccc1F (centres undefined),-16,-1,2,108,7,100,5,0.3,104
O=C(O)CCCCCNC(=O)C(=O)C1C(=O)Nc2ccccc21 (centres undefined),-4,2,0,108,11,96,7,-0.4,106
COc1ccccc1C(=O)CC(=O)C(=O)Nc1cccc([N+](=O)[O-])c1C,10,-2,1,98,-1,103,-10,-1.8,100
COc1ccc(O)cc1,-2,x,0,98,x,77,4,x,108
CSc1ccccc1OCc1cc(C(=O)NCC(C)(C)N2CCOCC2)no1,4,3,0,108,2,117,1,2.9,103
COc1ccc(C(=O)N2CCC(C(=O)N3CCN(Cc4ccccc4)CC3)CC2)cc1,0,2,1,103,0,92,8,0.8,98
C/C(=N\NC(=O)C(=O)Nc1c(C)n(C)n(-c2ccccc2)c1=O)c1ccncc1,22,5,0,93,2,100,4,-1.1,104
C#Cc1ccc(C(=O)Nc2cc(C(N)=O)ccc2N2CCOCC2)cc1,-5,2,0,96,0,99,-3,-0.4,89
CCc1nc2ccccc2c(C(=O)OCC(=O)NCc2ccc3c(c2)OCO3)c1C,3,2,5,93,-2,115,1,-1.9,92
CCN(CC(=O)Nc1c(F)cccc1F)C(=O)CCC(=O)c1ccc(F)cc1,12,1,0,106,-3,99,-1,3.1,107
COc1ccc(Nc2c3c(nc4ccccc24)CCCC3)cc1OC,1,0,2,97,-1,137,2,0.8,103
CN(C)c1ccc(NC(=S)c2ccc3ccccc3n2)cc1,-3,6,4,101,2,95,1,-0.9,88
COc1ccc(N(CN2C(=O)c3ccccc3C2=O)C(=O)C(C)C)cc1,0,-2,3,96,6,98,0,0.1,101
O=C(CN(Cc1ccccc1)C(=O)CCC(=O)Nc1ccccn1)NCc1ccc(F)cc1,-3,4,1,97,0,83,-6,0.3,99
COc1ccc(C2/C(=C(/O)c3ccccc3)C(=O)C(=O)N2c2ccccn2)cc1OC (centres undefined),1,0,4,97,-6,100,7,-2.8,97
O=C(COC(=O)CNC(=O)C1CCCCC1)Nc1ccc(F)c([N+](=O)[O-])c1,-13,x,0,91,x,111,-2,x,97
C=CCNC(=O)C1=NN(c2c(F)c(F)cc(F)c2F)C(=O)CC1,16,5,1,93,3,110,-2,-1.3,86
O=C1C(=O)N(CC2CCCO2)C(c2ccccc2[N+](=O)[O-])/C1=C(/O)c1ccccc1 (centres undefined),15,0,3,80,-10,94,2,-1.3,91
Cc1cc(C)nc(SC2CCCCC2NS(=O)(=O)c2ccc(Cl)cc2)n1 (centres undefined),6,1,0,101,-4,94,3,-1.0,99
Cc1cc(C)cc(OCc2ccc(C(=O)O)o2)c1,3,5,0,99,-2,113,7,2.2,101
O=C(NC1CCCCCCC1)NC1CCCCC1,12,-1,0,93,-1,115,-4,1.2,112
O=C(CSc1nnnn1-c1ccccc1)Nc1ncc(Cc2cccc(Cl)c2Cl)s1,-6,-5,4,87,-3,116,9,6.6,89
Cc1nccn1-c1c2c(c(C#N)c3nc4ccccc4n13)CCC2,21,3,0,89,0,105,-1,-4.8,98
COc1ccccc1NC(=O)CN1CCN(CC(=O)Nc2ccccc2Cl)CC1,3,3,0,96,-1,91,2,1.1,98
CCOC(=O)C1C(=O)NC(c2ccccc2)=NC1c1ccc(F)cc1 (centres undefined),3,3,0,98,3,83,4,1.5,99
CCN(CC)c1nc2ccccc2n2cnnc12,-4,-8,0,98,-2,104,3,1.3,93
CC(=O)c1sc2nc(-c3cccs3)ccc2c1N,-52,-1,0,104,30,109,-2,-10,65
N=C1c2ccccc2CN1NC(=O)c1cccc(S(=O)(=O)N2CCCCC2)c1,16,-1,1,95,-8,120,-7,0.1,101
Cc1ccc(NC(=O)c2ccc3c(c2)OCCO3)cc1,13,3,1,101,1,102,1,1.9,99
O=C(CCN1C(=O)/C(=C/c2ccccc2F)SC1=S)NC1C=CS(=O)(=O)C1 (centres undefined),4,6,13,109,2,102,4,-0.3,104
C/C(=N\NC(=O)C(C)Sc1ccccc1)c1ccc([N+](=O)[O-])cc1 (centres undefined),13,2,3,103,-1,87,1,2.2,97
Cc1cc(C)c(N2C(=NC(=O)CCCC(=O)O)SC3CS(=O)(=O)CC32)c(C)c1 (centres undefined),10,8,0,105,1,110,7,1.5,107
C/C(=N\O)c1ncc(C(F)(F)F)cc1Cl,9,0,0,92,-4,118,0,1.5,88
O=C(O)CSc1nc2c(c(=O)[nH]1)CCCC2,-7,-2,1,121,-3,104,0,-0.4,116
O=C(CCNC(=O)c1ccccc1Cl)NCc1ccncc1,0,3,0,94,-3,92,6,0.0,104
O=C(Cn1cc(C(=O)C(F)(F)F)c2cc(Br)ccc21)N1CCOCC1,-1,-2,2,108,6,104,4,-2.1,99
O=S(NCc1ccccc1)C12CC3CC(CC(C3)C1)C2 (centres undefined),13,11,0,106,16,100,4,-1.2,100
Cc1cc(N(C)C)ccc1N=Nc1ccc2ncccc2c1,-13,7,0,92,3,86,-7,2.4,96
COc1cc(NC(=S)NCCCN2CCOCC2)c(OC)cc1Cl,3,5,0,108,13,100,4,4.1,107
O=P(O)(O)c1cc(-c2ccccc2)oc1-c1ccccc1,-3,-1,0,96,-9,108,-1,-11,102
Cc1cn(C2CCC(CO)O2)c(=O)[nH]c1=O (centres undefined),0,x,0,100,x,91,x,0.5,98
CCN(CC)c1ccc(C(=O)OCC(=O)N(C)Cc2ccccc2)cc1,14,1,2,90,-11,103,5,-2.8,85
O=C(CN1C(=O)NC2(CCCCCC2)C1=O)NC1CC1,-4,0,1,102,-5,80,7,-0.6,104
Cc1nc2ccccc2c2c1C(=O)N(c1cccc(C(=O)O)c1)C2=O,9,3,0,111,-8,127,-7,-1.3,104
COc1ccc(C2CC(c3ccccc3Cl)Nc3ncnn32)cc1OC (centres undefined),3,5,0,u,0,90,1,-0.7,x
COc1cc(/C=N/Nc2ccc([N+](=O)[O-])cn2)cc(OC)c1O,16,x,0,105,x,106,x,-2.1,103
COc1ccc(CNC(=O)COc2ccc(OC)cc2)cc1,2,4,3,97,6,99,-9,3.7,97
Cc1ccc(C(=O)NCC(C)NC(=O)c2ccc(C)c([N+](=O)[O-])c2)cc1[N+](=O)[O-] (centres undefined),11,1,0,93,3,98,5,2.8,100

# 16 entries from above, with two lines to a compound:
# Fields – VLA-4 inh	Bcl-xL primary	GRK2 aptamer HTS	CIT2-GFP yeast	MCL1 BIM primary	CR mimetic SO	GLD-1 RNA inh	MEX-5 binding	AGP1-GFP MLPCN
O=C(CN(Cc1ccccc1)C(=O)CCC(=O)Nc1ccccn1)NCc1ccc(F)cc1
→ -3	4	1	97	0	83	-6	0.3	99
COc1ccc(C2/C(=C(/O)c3ccccc3)C(=O)C(=O)N2c2ccccn2)cc1OC (centres undefined)
→ 1	0	4	97	-6	100	7	-2.8	97
O=C(COC(=O)CNC(=O)C1CCCCC1)Nc1ccc(F)c([N+](=O)[O-])c1
→ -13	x	0	91	x	111	-2	x	97
C=CCNC(=O)C1=NN(c2c(F)c(F)cc(F)c2F)C(=O)CC1
→ 16	5	1	93	3	110	-2	-1.3	86
O=C1C(=O)N(CC2CCCO2)C(c2ccccc2[N+](=O)[O-])/C1=C(/O)c1ccccc1 (centres undefined)
→ 15	0	3	80	-10	94	2	-1.3	91
Cc1cc(C)nc(SC2CCCCC2NS(=O)(=O)c2ccc(Cl)cc2)n1 (centres undefined)
→ 6	1	0	101	-4	94	3	-1.0	99
Cc1cc(C)cc(OCc2ccc(C(=O)O)o2)c1
→ 3	5	0	99	-2	113	7	2.2	101
O=C(NC1CCCCCCC1)NC1CCCCC1
→ 12	-1	0	93	-1	115	-4	1.2	112
O=C(CSc1nnnn1-c1ccccc1)Nc1ncc(Cc2cccc(Cl)c2Cl)s1
→ -6	-5	4	87	-3	116	9	6.6	89
Cc1nccn1-c1c2c(c(C#N)c3nc4ccccc4n13)CCC2
→ 21	3	0	89	0	105	-1	-4.8	98
COc1ccccc1NC(=O)CN1CCN(CC(=O)Nc2ccccc2Cl)CC1
→ 3	3	0	96	-1	91	2	1.1	98
CCOC(=O)C1C(=O)NC(c2ccccc2)=NC1c1ccc(F)cc1 (centres undefined)
→ 3	3	0	98	3	83	4	1.5	99
CCN(CC)c1nc2ccccc2n2cnnc12
→ -4	-8	0	98	-2	104	3	1.3	93
CC(=O)c1sc2nc(-c3cccs3)ccc2c1N
→ -52	-1	0	104	30	109	-2	-10	65
N=C1c2ccccc2CN1NC(=O)c1cccc(S(=O)(=O)N2CCCCC2)c1
→ 16	-1	1	95	-8	120	-7	0.1	101
Cc1ccc(NC(=O)c2ccc3c(c2)OCCO3)cc1
→ 13	3	1	101	1	102	1	1.9	99
